FLuc counter: counter-screen for miR-21 project: firefly luciferase inhibitors or activators | purified FLuc, Km substrates, luminescence inhibition | Potency, µM (series often up to 57.5 µM), inactives show at the highest dose activity change, negative = inhibition, actives largely listed as inhibitors | hit rate 6.9% among 360,000 | P08659; active = well fitted inhibition curve with a large enough effect; inconclusive = small, poorly fitted or top-dose-only effect;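 also: plate controls were vehicle for no effect and reference inhibitor for full effect; nearly all actives have a fitted effect of over 55% in size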
Target sequence (P08659 whole entry, looked up): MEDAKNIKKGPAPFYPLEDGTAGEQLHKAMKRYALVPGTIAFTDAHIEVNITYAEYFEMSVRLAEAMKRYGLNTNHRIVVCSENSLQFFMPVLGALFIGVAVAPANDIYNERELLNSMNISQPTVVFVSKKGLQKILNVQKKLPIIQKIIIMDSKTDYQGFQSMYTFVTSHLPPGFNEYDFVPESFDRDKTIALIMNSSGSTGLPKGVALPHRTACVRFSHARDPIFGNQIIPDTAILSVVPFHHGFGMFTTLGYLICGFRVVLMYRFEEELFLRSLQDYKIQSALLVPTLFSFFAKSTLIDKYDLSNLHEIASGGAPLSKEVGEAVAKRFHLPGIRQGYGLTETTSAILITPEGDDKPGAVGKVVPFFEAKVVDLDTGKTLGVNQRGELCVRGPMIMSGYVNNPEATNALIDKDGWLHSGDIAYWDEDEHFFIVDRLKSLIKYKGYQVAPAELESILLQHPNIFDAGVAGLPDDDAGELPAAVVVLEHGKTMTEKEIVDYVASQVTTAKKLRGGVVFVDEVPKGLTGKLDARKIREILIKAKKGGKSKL
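Purified P. pyralis luciferase, 10 nM final, with Km-level 10 uM D-luciferin and 10 uM ATP in 50 mM Tris acetate pH 7.5, 10 mM Mg acetate, 0.01% Tween-20, 0.05% BSA; 6-point qHTS titration about 60 µM downward; luminescence read.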
* = called active by the depositor; u = inconclusive. Potency is read from the fitted curve at half-maximal effect. The list is partial; rates above refer to the full screens.

SMILES	FLuc counter
COc1ccc(OC)c(NC(=O)c2cc(=O)c3c(C)cc(C)cc3o2)c1	-6%
Cc1ccc(NC(=O)C2CCCN2S(=O)(=O)c2cccc3cccnc23)cc1 (configuration not stated)	-9%
CSc1nc(Nc2ccc(F)cc2)cc(-c2ccccc2)n1	-13%
c1ccc(N2CCN(Cc3cccn3-c3nnc(N4CCN(C5CCCCC5)CC4)s3)CC2)cc1	-1%
CC(C)CC(=O)Nc1nnc2n1CCS2	4%
CCc1ccc(NC(=O)C(=O)NCCc2sc3nc(-c4ccc(OC)cc4)nn3c2C)cc1	-1%
O=C(Nc1ccc(F)cc1F)C1CCN(C(=O)c2cnn(-c3ccccc3)c2-n2cccc2)CC1	1%
Nc1c(C(=O)Nc2ccc(Cl)c(C(F)(F)F)c2)sc2nc(-c3ccncc3)ccc12	0%
O=C(c1cccn2c(=O)c3cc(Cl)ccc3nc12)N1CCN(c2ccccc2F)CC1	-7%
Cc1nn(C)c(C)c1S(=O)(=O)N(CC(=O)NCCc1ccc(Cl)cc1)c1ccc(C(C)C)cc1	0%
COc1ccc(NC(=O)c2c(NCc3sccc3C)sc3c2CCCC3)c(OC)c1	u
CCOC(=O)C1(C)C=C(Nc2ccc(Br)cc2)C(=O)N1c1ccccc1 (configuration not stated)	2%
CCn1c(=O)c2cc(C(=O)N(CCN(C)C)Cc3ccccc3)sc2c2ccccc21	-1%
CCOCCCNC(=O)c1ccc2c(=O)n(CCc3ccccc3)c(=O)[nH]c2c1	1%
Cc1ccc(S(=O)(=O)Nc2ccc(-c3ccc(N4CCCCCC4)nn3)cc2)cc1C	u
COc1ccc(CNS(=O)(=O)c2ccc3c(c2)C(C)(C)C(=O)N3C)cc1OC	5%
CCCCn1c(=O)c2oc3ccccc3c2n(CC(=O)Nc2ccc(CC)cc2)c1=O	-1%
COc1cccc(CNC(=O)C(C)n2c(=O)cc(-c3ccccc3)c3c(C)nn(C)c32)c1 (configuration not stated)	-13%
CCOc1ccc(OCC)c(NC(=O)c2cc(-c3cccs3)nc3ccccc23)c1	-3%
Cc1cccc(NC(=O)Cn2nnc(C(=O)Nc3ccccc3Br)c2N)c1C	-1%
CC(=O)N1CCCc2cc(S(=O)(=O)N3CCC(C(=O)NCc4ccccc4Cl)CC3)ccc21	-3%
CCN(CC)S(=O)(=O)c1ccc(NC(=O)c2c(C)oc3ncnc(N4CCOCC4)c23)cc1	-1%
CCOC(=O)C(CC)Sc1ccc2nnc(CCNS(=O)(=O)c3ccc(C)cc3)n2n1 (configuration not stated)	-2%
Cc1cc(C)c(NC(=O)Cn2c(=O)nc(-c3ccccc3)c3cc(Cl)ccc32)c(C)c1	-13%
Cc1ccc(SCC(=O)Nc2ccc3oc(-c4cccc(C)c4)nc3c2)cc1	u

In another format: two of the compounds above
| SMILES | FLuc counter |
| --- | --- |
| COc1ccc(CNS(=O)(=O)c2ccc3c(c2)C(C)(C)C(=O)N3C)cc1OC | 5% |
| CCCCn1c(=O)c2oc3ccccc3c2n(CC(=O)Nc2ccc(CC)cc2)c1=O | -1% |

Later entries:
SMILES	FLuc counter
COc1ccc(NC(=O)CN(c2ccc(C)cc2)S(=O)(=O)c2cccs2)cc1OC	-3%
CCOc1ccc(NC(=O)CN2C(=O)C(c3ccc(Cl)cc3)=NC2(C)C)cc1	u
COc1ccc(C(C(=O)NCc2ccccc2)N(C(=O)Cn2nnc3ccccc32)c2ccc(OC)cc2)cc1 (configuration not stated)	1%
O=C(c1cc(-c2ccc(Br)cc2)n[nH]1)N1CCN(S(=O)(=O)c2ccc(Cl)s2)CC1	-8%
O=C(NCc1ccc(F)cc1)c1cc2c(=O)n3ccccc3nc2s1	-2%
CCS(=O)(=O)N1CC(=O)N(c2cc(C)cc(C)c2)C(C)(C(=O)NC2CCCCC2)C1 (configuration not stated)	-1%
CC(=O)c1cccc(NC(=O)c2cc(-c3ccc4c(c3)OCCO4)on2)c1	0.15µM*
Cc1cc(C)cc(NC(=O)CSc2oc(-c3ccccc3)nc2S(=O)(=O)c2ccccc2)c1	-3%
CCc1ccc(-c2[nH]nc3nc(-c4ccc(OC)cc4)cc(C(=O)NCCc4ccc(OC)c(OC)c4)c23)cc1	-5%
CCc1ccc(-n2c(=O)c3c4c(sc3n(CC(=O)NCCCOC)c2=O)CCC4)cc1	-10%
COc1ccc(Cn2c(SCC(=O)N3CCN(c4ccc(F)cc4)CC3)nc3ccccc32)cc1	1%
COCCCNC(=O)C1CCN(c2cc(C)nc3c(-c4ccc(OC)c(OC)c4)c(C)nn23)CC1	0%
Cc1ccc(N(CC(=O)NCCc2ccc(Cl)cc2)S(=O)(=O)N(C)C)cc1	-4%
CCC1=Nc2cc(C(=O)NCc3ccc(C)cc3)ccc2Sc2ccc(C)cc21	2%
Cc1ccc(NC(=O)C2CCN(C(=O)c3sc4nc[nH]c(=O)c4c3C)CC2)cc1F	-3%
Cc1ccc(S(=O)(=O)N(CC(=O)Nc2ccc(Cl)cc2Cl)c2ccccc2C)cc1	-2%
O=C(c1cc2cc3ccc(Cl)cc3nc2o1)N1CCN(c2cccc(Cl)c2)CC1	-10%
O=C(CCc1cn(Cc2ccccc2F)c2ccccc12)NCc1ccc(Cl)cc1	-5%
COc1cc2c(cc1NC(=O)COc1ccc(Cl)cc1Br)oc1ccccc12	-2%
COc1cc(NS(=O)(=O)c2cc(Br)cc3c2N(C(C)=O)C(C)C3)cc(OC)c1 (configuration not stated)	-17%
CCN1CCN(Cc2c(O)ccc3cc(-c4ccc(OC)cc4)c(=O)oc23)CC1	-15%
Cc1c2cnn(CC(=O)O)c(=O)c2c(C)n1Cc1cccc(Cl)c1	-14%
CCOC(=O)c1cccc(NC(=O)C(CC(C)C)N2Cc3ccccc3C2=O)c1 (configuration not stated)	-5%
CC(C)(C)n1ncc2c(=O)n(Cc3ccc([S+](=O)([O-])N4CCOCC4)cc3)cnc21	4%
C=Cc1ccc(Cn2nc(-c3ccc(C)c(S(=O)(=O)N(CC)CC)c3)ccc2=O)cc1	-2%

In the list so far, 4 contain an NH in an aromatic ring:
SMILES	FLuc counter
CCOCCCNC(=O)c1ccc2c(=O)n(CCc3ccccc3)c(=O)[nH]c2c1	1%
O=C(c1cc(-c2ccc(Br)cc2)n[nH]1)N1CCN(S(=O)(=O)c2ccc(Cl)s2)CC1	-8%
CCc1ccc(-c2[nH]nc3nc(-c4ccc(OC)cc4)cc(C(=O)NCCc4ccc(OC)c(OC)c4)c23)cc1	-5%
Cc1ccc(NC(=O)C2CCN(C(=O)c3sc4nc[nH]c(=O)c4c3C)CC2)cc1F	-3%

(continued)
SMILES	FLuc counter
COc1ccc(NC(=O)Nc2cccc(-c3noc(C)n3)c2)cc1	u
Cc1cccc(S(=O)(=O)c2cn(Cc3ccc(F)cc3)c3cc(N4CCOCC4)c(F)cc3c2=O)c1	-1%
CC1CCN(S(=O)(=O)c2ccc3c(c2)N(CC(=O)NCCc2ccccc2)C(=O)CO3)CC1	-3%
Fc1ccc(-n2ncc3c(NCCC4=CCCCC4)ncnc32)cc1	u
O=C(Nc1ccc(F)cc1)c1csc2c1CCCCC2	u
CCCCOc1ccccc1C1CC(=O)Nc2ccc3ccccc3c21 (configuration not stated)	5%
Cc1ccc(C)c(NC(=O)CN2C(=O)c3cccnc3Oc3ccc(C)cc32)c1	-7%
Cc1cc(Br)ccc1NC(=O)C1CCN(S(=O)(=O)c2ccc(Br)s2)CC1	1%
CC(C)OCCCNC(=O)c1cc2c(-c3ccc(Cl)cc3)nn(C)c2s1	-10%
Cc1cccc(N2CCN(C(=O)c3cc4c(=O)n(C)c5ccccc5c4s3)CC2C)c1 (configuration not stated)	0%
CCn1ccc2cc(S(=O)(=O)N3CCCN(C(=O)NCC(=O)OC)CC3)ccc21	-2%
Cc1cc(CN2CCN(c3ccc(F)cc3)CC2)cs1	-7%
COc1ccc(S(=O)(=O)c2c(Nc3cccc(C)c3C)sc(C(=O)c3ccccc3)c2N)cc1	5%
Cc1ccc(Cn2c(CN3CCC(C(=O)NCC(C)c4ccccc4)CC3)cc3ccccc32)cc1 (configuration not stated)	-3%
Cc1cc(C)n(CCC(=O)Nc2ccc(Cl)cc2)n1	-2%
CC(=O)Nc1ccc(NS(=O)(=O)c2cc3c4c(c2)CC(=O)N4CCC3)cc1	-3%
CC(=O)N1CCCc2cc(S(=O)(=O)N(C)CC(=O)Nc3ccc(F)cc3Cl)ccc21	-1%
O=C(CSC1=Nc2ccccc2N=C(c2ccc(F)cc2)C1)Nc1cc(F)ccc1F	3%
CCOCCCNC(=O)c1[nH]c2cc(OC)ccc2c1Sc1ccccc1	0%
O=C(NCc1ccc(Cl)cc1)C(=O)NCC(c1cccs1)S(=O)(=O)c1ccc(Cl)cc1 (configuration not stated)	-8%
CC(C)(Oc1ccc(Cl)cc1)C(=O)Nc1ccc(-c2nc3ncccc3o2)cc1	4%
CCCCN1C(=O)C(O)(CC(=O)c2ccc(C)cc2C)c2cc(Br)ccc21 (configuration not stated)	-7%
COc1cc(OC)c(C2CC(=O)Nc3ccc4ccccc4c32)cc1OC (configuration not stated)	-6%
COC(=O)c1c(NC(=O)Cc2coc3ccc(C)cc23)sc2c1CCC2	-3%
Cc1ccc(S(=O)(=O)c2cn(CC(=O)Nc3ccc4c(c3)OCO4)c3ccccc3c2=O)cc1	5%

Later entries:
SMILES	FLuc counter
O=S(=O)(NCCS(=O)(=O)N1CCN(c2cccc(Cl)c2)CC1)c1ccc(F)cc1	0%
CN(C)c1ccc(-c2nc(-c3cccs3)c(-c3cccs3)[nH]2)cc1	u
CCC(=O)Oc1c(Sc2ccc(C)cc2)c(C)nn1-c1ccccc1	u
CN1CCN(Cc2c(O)ccc3cc(-c4ccccc4)c(=O)oc23)CC1	-7%
O=C(CSc1nc2ccccc2nc1Cc1ccccc1F)Nc1cccc(C(F)(F)F)c1	7%
O=C(Nc1nnc(SCc2cc(=O)c3ccccc3[nH]2)s1)c1ccccc1	u
COc1ccc(Cl)cc1-n1nnc(-c2nc(-c3ccc4c(c3)OCO4)no2)c1C	-2%
CCN(Cc1ccccc1)C(=O)Cn1c(=O)n(Cc2ccccc2)c(=O)c2c1c1cc(OC)ccc1n2C	0%
CCN(CC)CCOC(=O)c1ccc(Nc2c3c(nc4ccccc24)CCC3)cc1	-1%
CSc1ccc(/C=C/c2nc3ccccc3n2S(=O)(=O)c2cccc(Cl)c2)cc1	0.076µM*
CCC(Sc1nc2nccnc2c(=O)n1Cc1ccccc1Cl)C(=O)NC1CCCCC1 (configuration not stated)	1%
O=C(NCc1cccc(Cl)c1)c1ccc2c(c1)nc1n2CCOC1	-9%
CNC(=O)c1cnc2sc(N3CCCCCC3)nn2c1=O	u
NS(=O)(=O)c1ccc(NC(=O)CN2C(=O)COc3ccc(Cl)cc32)cc1	-1%
COc1ccc(CNC(=O)c2ccc(NC(=O)N3CCSc4ncccc43)cc2)cc1	3%
Cc1nc2nc(CNC(=O)OC(C)(C)C)nn2c(C)c1CCC(=O)NCc1ccccc1Cl	0%
O=S(=O)(c1ccc2[nH]c3c(c2c1)CCCCC3)N1CCN(c2cccc(Cl)c2)CC1	0%
Cc1ccc(OCC(=O)Nc2ccc(-c3nc4ccccc4o3)cc2)c(C)c1	-1%
COc1ccc(OC)c(NC(=O)CCc2c(C)nn(-c3ccc(N4CCCC4)nn3)c2C)c1	u
CCOc1ccccc1Oc1nc(C)nc2c1oc1ccccc12	5%
Cc1ccc(N(C)S(=O)(=O)c2ccc3[nH]c(=O)ccc3c2)cc1	8.5µM*
O=C(NCCSc1c[nH]c2ccccc12)c1ccccc1Cl	2%
CC(=O)C1=C(c2ccc(Cl)c(Cl)c2)N(C(C)=O)n2cnnc2S1	u
COc1ccc(NC(=O)Cn2cnc3ccc(S(=O)(=O)N4CCC(C)CC4)cc3c2=O)c(OC)c1	-12%
COc1ccc(C2=NC(C)(C)N(CC(=O)Nc3cc(OC)cc(OC)c3)C2=O)cc1	-2%

Ordered by molecular weight (descending): part of the list above
SMILES	FLuc counter
COc1ccc(NC(=O)c2c(NCc3sccc3C)sc3c2CCCC3)c(OC)c1	u
CSc1ccc(/C=C/c2nc3ccccc3n2S(=O)(=O)c2cccc(Cl)c2)cc1	0.076µM*
O=C(Nc1nnc(SCc2cc(=O)c3ccccc3[nH]2)s1)c1ccccc1	u

New compounds follow:
SMILES	FLuc counter
CN1C(C(=O)c2ccccc2)=C(OC(=O)c2ccc(Br)cc2)c2ccccc2S1(=O)=O	7%
CCCN1Cc2cccc(C(=O)Nc3ccc(OC)cc3OC)c2C1=O	1%
Cc1cc(C(=O)NCc2ccccc2)c2c(C)nn(-c3cccc(F)c3)c2n1	-10%
CCOC(=O)Cn1c(=O)n(CC2CCCO2)c2nc(-c3cccc(C)c3)nc(C(N)=O)c21 (configuration not stated)	-1%
O=S(=O)(Nc1cc(F)ccc1F)c1ccc2[nH]c3c(c2c1)CCCC3	u
Cc1ccc(CNC(=O)N2CCC(CN3CCC(C)CC3)CC2)cc1	4%
CCOc1ccccc1NC(=O)C(=O)c1cc(C)n(-c2cccc(C)c2C)c1C	-2%
CSc1cccc(NS(=O)(=O)c2ccc3[nH]cc(C(=O)N4CCCCCC4)c(=O)c3c2)c1	u
CCN(CC)S(=O)(=O)c1ccc(C(=O)NCCSc2c(-c3ccc(F)cc3)[nH]c3ccccc23)cc1	2%
Cn1c(=O)n(C)c2cc(CNCc3ccccc3)ccc21	-2%
Cc1ccc2c(c1)-c1onc(C(=O)N3CCN(c4cc(Cl)ccc4C)CC3)c1CO2	0%
Cc1ccccc1OCc1nnc(SCc2cc(=O)c3cccc(F)c3[nH]2)n1C	3%
Cc1ccc(CNC(=O)Cc2ccc(NC(=O)N3CCSc4ncccc43)cc2)cc1	u
COc1ccc2cc(C(=O)NCc3ccc4c(c3)CCN4C(=O)c3ccc(F)cc3)[nH]c2c1	2%
CCOC(=O)c1cccc(NC(=O)C2CCN(S(=O)(=O)c3cn(C)cn3)CC2)c1	-12%

Grouped by structure, the entries above containing a tert-butyl group.
SMILES	FLuc counter
CC(C)(C)n1ncc2c(=O)n(Cc3ccc([S+](=O)([O-])N4CCOCC4)cc3)cnc21	4%
Cc1nc2nc(CNC(=O)OC(C)(C)C)nn2c(C)c1CCC(=O)NCc1ccccc1Cl	0%

High-throughput results as filed in PubChem.
